# IEC-6 cytotox = counter-screen for KLF5 inhibitors: cytotoxicity in IEC-6 cells; inhibition, % at 5 µM; IEC-6 cytotoxicity, luminescence viability; hit rate 0.78% among 290,000; AID 1825; in the data active = inhibition above about 22%;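 note: 0% = plate median of test compound wells and 100% = cytotoxic reference compound wells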
# HSP90 refold inh = inhibitors of HSP90 luciferase refolding in rabbit reticulocyte lysate. luciferase refolding luminescence, 3 h. inhibition, % at 5.6 µM. hit rate 0.91% among 290,000;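 active = inhibition above the screen-wide mean plus 3 SD, computed separately per campaign, cut at about 16% in these data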;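 note: 0% = DMSO wells and 100% = 60 µM geldanamycin wells; inhibitors lower the luminescence because luciferase stays unfolded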
# HSF1 inhib = HSF1 inhibition; NIH3T3-HGL HSE-luciferase, MG132-induced, luminescence 8 h; stronger effect = lower value; activity change, negative = inhibition, % at 7.5 µM (by protocol); hit rate 0.77% among 300,000;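 active = more than half of replicate wells show activity change below -50%, luminescence cut by over half; inconclusive = some wells, but at most half, below -50%; inactive = no replicate well below -50%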;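 note: luciferase reports HSF-1 transcriptional activity via heat shock element; 0% = median of DMSO wells and -100% = zero luminescence signal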
# GSK3B inh = inhibitors of human GSK3beta kinase; P49841; GST-GSK3beta kinase, ADP-Glo luminescence, 60 min; stronger effect = lower value; activity score (negative = inhibition), % at 10 µM; hit rate 0.038% among 300,000;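 active = more than half of replicate wells score below -50%, meaning over 50% inhibition versus plate controls; inconclusive = some replicates but at most half score below -50%; inactive = no replicate scores below -50%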;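 note: 0% = median DMSO wells and -100% = median GW8510 positive control wells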
# Target sequence (P49841 whole entry, looked up): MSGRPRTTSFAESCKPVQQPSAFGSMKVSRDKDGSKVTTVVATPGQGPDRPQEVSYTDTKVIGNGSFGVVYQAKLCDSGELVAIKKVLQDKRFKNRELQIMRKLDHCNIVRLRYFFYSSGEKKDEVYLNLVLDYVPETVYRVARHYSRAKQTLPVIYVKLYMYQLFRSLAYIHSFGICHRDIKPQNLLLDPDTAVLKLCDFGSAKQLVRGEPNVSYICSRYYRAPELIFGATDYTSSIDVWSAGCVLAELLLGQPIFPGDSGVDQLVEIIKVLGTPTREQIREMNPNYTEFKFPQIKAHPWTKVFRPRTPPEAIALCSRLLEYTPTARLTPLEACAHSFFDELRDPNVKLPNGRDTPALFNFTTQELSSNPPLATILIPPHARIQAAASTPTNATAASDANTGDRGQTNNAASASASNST
#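 Test system – GST-tagged human GSK3beta kinase, cell-free · Incubation – 60 min enzyme reaction, room temperature · Signal – ADP-Glo luminescence · Also added – peptide substrate and ATP at 25 µM · Controls – DMSO neutral wells and GW8510 at 20 µM as positive · Buffer or medium – Tris/MgCl2 kinase buffer · Measure – Luminescence-derived activity versus plate DMSO and GW8510 wells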
# AI-2 QS modul = modulators of Vibrio harveyi AI-2 quorum sensing system. AID 2094. Vibrio harveyi JMH597 AI-2 luminescence/OD600 ratio, 9 h; stronger effect = lower value; strain lacks LuxN and CqsS sensors; 0 = neutral-control median. activity change, % at 7.5 µM. hit rate 0.4% among 300,000; in the data active = activity change below about -75%, passing the limit was not always enough; inconclusive = no clear call, values can overlap the other calls;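 note: luminescence divided by OD600 gain over 9 h not by final OD600 alone; inactives centre near 13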
# KLF5 inhibitor = suppresses KLF5 promoter-driven expression. DLD-1 KLF5 promoter-luciferase reporter, luminescence. inhibition, % at 5 µM. hit rate 0.23% among 290,000. AID 1700;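 active = inhibition above a per-plate limit of that plate's mean compound inhibition plus 3 SD, cut at about 60% in these data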;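 note: 0% = DMSO wells and 100% = LY294002 at 200 µM; higher means less KLF5 promoter-driven luciferase light; inactives centre near -14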
# GSK3A inh = blocks human GSK-3 alpha kinase. hit rate 0.1% among 320,000. ADP-Glo luminescence, 60 min. P49840. inhibition, % at 10 µM;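 in the data active = inhibition above about 50%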;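 note: GST-tagged GSK-3 alpha with peptide substrate and 25 µM ATP; 0% = DMSO neutral wells and 100% = GW8510 positive control wells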
# Target sequence (P49840 whole entry, looked up): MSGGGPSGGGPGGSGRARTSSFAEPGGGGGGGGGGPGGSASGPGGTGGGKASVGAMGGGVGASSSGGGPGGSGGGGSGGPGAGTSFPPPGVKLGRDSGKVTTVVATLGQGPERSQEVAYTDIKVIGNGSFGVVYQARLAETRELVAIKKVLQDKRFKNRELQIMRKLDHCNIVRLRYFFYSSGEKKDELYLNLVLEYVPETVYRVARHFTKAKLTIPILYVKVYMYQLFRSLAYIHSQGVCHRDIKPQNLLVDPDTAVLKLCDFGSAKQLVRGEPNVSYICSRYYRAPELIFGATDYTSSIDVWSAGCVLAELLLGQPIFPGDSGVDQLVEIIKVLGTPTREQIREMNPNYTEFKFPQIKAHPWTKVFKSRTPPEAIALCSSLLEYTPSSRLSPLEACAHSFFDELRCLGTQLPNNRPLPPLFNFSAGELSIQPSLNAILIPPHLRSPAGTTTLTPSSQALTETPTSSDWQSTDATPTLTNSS
# HSF1 activator = increases HSF-1 driven luciferase reporter signal. hit rate 1.7% among 300,000. AID 504408. activation, % at 9 µM. NIH3T3-HGL HSF-1 luciferase reporter, MG132, 8 h; 100% = twice DMSO control signal;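 active = mean replicate activation of at least 50% with a set share of replicates each reaching 50%; inconclusive = only one of those two conditions met; inactive = mean below 50% and too few replicates reaching it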;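 note: 0% = median of the neutral control wells and 100% = twice that signal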
# HIF act = HIF pathway transcriptional activation; U2OS HRE-luciferase reporter, luminescence; normalized: DMSO 0%, desferrioxamine 100%; activation, % at 7.5 µM (by protocol); hit rate 0.32% among 300,000;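 active = mean activation of at least 10% of the iron chelator positive control signal, with at least half of replicates also reaching 10%; inconclusive = mean and replicate majority disagree about reaching 10%; inactive = mean and most replicates under 10%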
# aSyn UTR inh = 5' untranslated region of α-synuclein, MLPCN primary screen | AID 1813 | alpha-synuclein 5'UTR reporter, inhibitor activity | hit rate 0.82% among 300,000 | inhibition, % (tested at 7.5 µM); in the data active = inhibition above about 60%; inconclusive = no clear call, values can overlap the other calls;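 note: H4 neuroglioblastoma cells stably carrying SNCA 5'UTR luciferase fusion; 0% = DMSO wells and 100% = positive control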
# The depositor's hits bear a star; u = inconclusive; x = not tested or not shown.
SMILES,IEC-6 cytotox,HSP90 refold inh,HSF1 inhib,GSK3B inh,AI-2 QS modul,KLF5 inhibitor,GSK3A inh,HSF1 activator,HIF act,aSyn UTR inh
COc1ccc(CNC(=O)c2csc(Cc3ccc(OC)cc3)n2)cc1,-2,1,-5,4,7,6,-7,-1,-0.1,-30
O=C(NCc1ccc2c(c1)OCO2)c1cccc(Cl)c1,-2,4,3,0,-3,-23,-2,-15,0.2,-27
COc1ccc(-n2c(SCC(=O)N/N=C(\C)c3cccnc3)nc3ccccc3c2=O)cc1,5,-3,1,0,-5,2,-2,7,1.1,-2
O=c1ccn(Cc2ccccc2Cl)cc1,0,5,-1,-2,-40,-21,-3,2,-0.3,16
Cc1ccc(C(=O)N(Cc2nc(-c3ccc(C)cc3)no2)C(C)C)cc1,-6,1,13,0,19,15,1,3,-0.6,-14
Cc1cccc(C)c1NC(=O)CSc1nnnn1C,-4,-1,-5,0,12,-17,-3,-10,-0.1,-3
Cn1c(=O)c2c(nc(NCc3ccccc3)n2C)n(C)c1=O,-2,1,-3,-3,-8,-15,2,10,-0.4,16
O=C(COC(=O)c1ccccc1-n1cnnn1)c1ccc(Br)cc1,x,x,-41,1,21,x,-1,-45,0.5,-95
O=C(NC1CCS(=O)(=O)C1)c1cccc(S(=O)(=O)N2CCCCC2)c1 (centres undefined),6,4,0,0,18,0,-1,5,-0.5,-6
Cc1cc(C)n2c(SCc3ccc(Cl)cc3Cl)nnc2n1,1,0,12,1,4,-28,-2,43,-0.8,-26
Cc1cc(C)n(-c2ccc(Cl)c(C(=O)OCC(N)=O)n2)n1,-5,-5,-3,-20,6,-7,-3,-8,-0.2,-4
CCOC(=O)CCCNC(=O)CN1C(=O)NC(c2ccccc2)(c2ccccc2)C1=O,-2,-3,-1,0,u,11,-2,-7,0.0,18
CC(=O)c1ccccc1OCC(O)Cn1ccnc1 (centres undefined),-4,-1,0,3,20,-21,-3,13,-2.9,-2
CCc1nc2ccccc2c(C(=O)OCC(=O)Nc2cccc(S(=O)(=O)NC3=NCCCCC3)c2)c1C,5,-4,6,0,28,5,-3,-11,0.9,-5
CN(CC(=O)O/N=C(\N)c1ccccn1)S(=O)(=O)c1ccc(Br)cc1,2,1,3,2,35,-3,0,-12,0.1,11
CC(CCc1ccccc1)NC(=O)CCNC(=O)Cn1ccc2ccccc2c1=O (centres undefined),2,1,0,4,16,-20,0,4,-0.6,-4
COc1ccc(NC(=O)c2cc(-c3ccc(C)cc3)on2)cc1OC,0,0,-3,2,-3,-9,-3,-21,1.5,-28
COc1ccc(S(=O)(=O)N2CCCCCC2)cc1C(=O)N(C)Cc1cccs1,x,x,1,1,9,x,-4,7,0.4,1
CCC1C(=O)N=C(SCC(=O)Nc2ccc(Br)cn2)NC1=O (centres undefined),-1,7,-5,-22,5,-18,x,8,0.2,-18
Cc1ccc(-c2csc3ncnc(-n4cnc5ccccc54)c23)cc1,10,6,-7,-4,26,-8,3,-2,3.4,-10
Cc1cc(C)c(C#N)c(Nc2cccc(C)c2C)n1,-7,-1,1,0,33,-30,0,-2,-1.3,20
CC1CCN(S(=O)(=O)c2ccc3c(c2)n(C)c(=O)n3C)CC1,-5,-2,-4,2,17,-14,-1,15,-0.7,14
CCCCNC(=O)C1c2cc(OC)c(OC)cc2C(=O)N(C)C1c1ccc(OC)cc1 (centres undefined),0,6,-6,0,24,-15,-1,11,0.3,13
CC(=O)OC(Cn1nc(C)cc1C)c1ccccc1 (centres undefined),1,0,1,2,18,-11,1,10,-0.3,-4
Cc1ccc(NC(=S)NC(NC(=O)c2ccccc2)C(Cl)(Cl)Cl)c(C)c1 (centres undefined),2,7,3,0,18,14,x,18,-1.0,-6

# Overlap with the part before: 2 entries; new compounds follow.
SMILES,IEC-6 cytotox,HSP90 refold inh,HSF1 inhib,GSK3B inh,AI-2 QS modul,KLF5 inhibitor,GSK3A inh,HSF1 activator,HIF act,aSyn UTR inh
CC(=O)OC(Cn1nc(C)cc1C)c1ccccc1 (centres undefined),1,0,1,2,18,-11,1,10,-0.3,-4
Cc1ccc(NC(=S)NC(NC(=O)c2ccccc2)C(Cl)(Cl)Cl)c(C)c1 (centres undefined),2,7,3,0,18,14,x,18,-1.0,-6
O=C1CCC([N+](=O)[O-])C(c2ccc(-c3ccccc3)cc2)N1 (centres undefined),x,x,-10,3,20,x,-5,0,-1.0,11
COc1ccccc1CN(C)C(=O)c1ccccc1Sc1ccccc1C#N,10,1,5,-6,-1,-10,5,6,-1.1,17
Cc1ccc(S(=O)(=O)NN2C(=O)/C(=C/c3cccc(F)c3)SC2=S)cc1,-5,-2,4,5,28,-35,-9,0,-6.7,2
O=C(NNC(=O)c1ccccc1[N+](=O)[O-])Nc1ccc(Cl)cc1,-4,-4,15,2,10,-33,-2,14,1.5,-27
CC(C)(C)C(=O)NC(=S)Nc1sc2c(c1C#N)CCCCC2,6,-1,29,2,3,-24,-5,31,1.2,-106
Cc1ccc(S(=O)(=O)Cc2nc3ccccc3c(=O)[nH]2)cc1,4,0,5,-1,11,-25,-3,8,0.0,-6
CCCc1c(NC(=O)Nc2ccc(Cl)cc2Cl)cnn1-c1ccccc1,3,0,19,-2,7,-31,1,29,0.4,-5
NS(=O)(=O)c1ccc(CNC(=O)c2cc(-c3cccnc3)nc3ccc(Br)cc23)cc1,2,-3,1,1,38,-25,-1,2,-0.2,-14
O=C(NCCCn1ccnc1)c1cc(C(=O)C2CCCCC2)c[nH]1,0,-4,4,-7,13,-13,8,2,-0.6,15
CN(C)C(=O)C12CCC(C)(c3nc4ccccc4nc31)C2(C)C (centres undefined),4,1,-3,-3,15,-26,-6,13,-0.1,8
O=C(O)/C=C/C(=O)Nc1ccc(Oc2ncnc3cc(Cl)ccc23)nc1,8,0,-5,2,27,-92,0,20,0.2,-24
COc1ccc(N(CC(=O)N2CCN(c3ccc(Cl)cc3)CC2)S(=O)(=O)c2c(C)n[nH]c2C)cc1,-2,2,-9,-2,6,-3,1,2,0.0,28
O=C(CCN1C(=O)c2cccc3cccc(c23)C1=O)N1CCN(c2ccccc2F)CC1,-5,-1,0,5,3,-6,-1,11,0.1,1
O=C(NC1CCCCC1)C(c1ccc2ncccc2c1)N(Cc1ccc2c(c1)OCO2)C(=O)c1cccs1 (centres undefined),-3,-2,3,4,20,-1,-3,-5,0.0,-4
Cc1ccc(-c2ccc(CCC(=O)O)n2NC(=O)c2ccc([N+](=O)[O-])cc2)cc1,3,5,-10,-2,-11,-5,0,10,0.4,-24
C=CCC(NCc1ccccc1)c1ccc(C)o1 (centres undefined),-2,-4,3,2,13,4,-1,16,-19,-16
CCOC(=O)c1c(NC(=O)COC(=O)c2nc(Cl)ccc2Cl)sc2c1CCC2,-6,2,-3,2,19,-7,-1,-1,-0.2,-16
Cc1ccc(S(=O)(=O)N(CC(O)CN2C(=O)NC(C)(C)C2=O)c2cccc([N+](=O)[O-])c2)cc1 (centres undefined),3,1,-4,2,21,2,8,18,0.0,24
CCCn1c(N)c(C(=O)CSc2n[nH]c(-c3ccc(C)cc3)n2)c(=O)[nH]c1=O,x,x,-4,-2,0,x,0,7,-0.6,24
O=C(COC(=O)c1ccccc1Br)Nc1cc(S(=O)(=O)N2CCOCC2)ccc1N1CCCC1,3,1,37,-3,-7,0,-1,u,0.0,-20
CCOC(=O)C1(CC2CCCCO2)CCN(C(=O)Nc2ccc3c(c2)OCO3)CC1 (centres undefined),0,1,-15,0,14,-38,-2,-14,1.8,-56
Cn1c(SCC(=O)NCc2cccs2)nnc1-c1cccs1,0,3,-8,-2,-5,-42,0,2,-0.4,0
CC(C)c1ccc(N2CC(C(=O)Nc3nccs3)CC2=O)cc1 (centres undefined),1,2,2,1,33,-13,19,9,0.1,10
Cc1ccc(-n2c(=O)c3sccc3n(Cc3cc(=O)n4ccccc4n3)c2=O)cc1F,-10,-5,-5,-5,10,-10,-2,10,-0.1,-13
CN(C(=O)COC(=O)CCC(=O)c1ccc(Cl)cc1)c1c(N)n(Cc2ccccc2)c(=O)[nH]c1=O,x,x,2,3,22,x,9,17,-0.2,7

# Later entries:
SMILES,IEC-6 cytotox,HSP90 refold inh,HSF1 inhib,GSK3B inh,AI-2 QS modul,KLF5 inhibitor,GSK3A inh,HSF1 activator,HIF act,aSyn UTR inh
O=C(O)CC(SCC(=O)Nc1ccc(S(=O)(=O)N2CCCC2)cc1)C(=O)O (centres undefined),-15,0,-4,-4,-11,0,-2,-11,-0.2,-16
O=C(CSc1nnc(Cc2ccccc2)o1)NCCc1ccccc1,-6,-2,x,-1,15,3,2,x,0.1,5
O=C(CN1C(=O)C2CCCCC2C1=O)N1CCN(c2ccc(F)cc2)CC1 (centres undefined),-1,-2,x,-3,9,-29,-1,x,-0.5,-20
Cc1ccc(-n2c(Cc3ccccc3)nnc2SCC(=O)NNC(=O)Cc2ccccc2)cc1,1,-1,-4,0,16,14,2,-2,0.4,12
CC(C)(C)OC(=O)N1CCN(CCNC(=O)c2ccccc2)CC1,-7,2,-3,1,12,-22,-2,5,-0.4,5
CC(C)(C)OC(=O)N1CCC[C@H]1C(=O)N/N=C/c1cccc2nccnc12,1,-5,1,-18,22,10,-1,2,0.3,-22
Cc1ccc(S(=O)(=O)CC(=O)N2CC(C)OC(C)C2)cc1 (centres undefined),7,1,3,0,-2,-3,0,-22,0.0,5
CCOc1ccc(C(C)=O)cc1Cn1c(=O)oc2ccccc21,11,0,7,-1,-8,14,-1,30,0.7,28
CCN(Cc1ccncc1)C(=O)C1CCC(=O)N(Cc2ccc(Cl)cc2)C1 (centres undefined),0,-2,-5,-16,10,6,-3,5,0.0,11
C=CCOc1c(Cl)cc(CNc2nccs2)cc1OC,4,-4,4,-2,2,-1,1,26,-0.2,9
CCOc1ccc(NC(=O)C2C(c3ccccc3)C2(Cl)Cl)cc1 (centres undefined),7,6,2,3,-10,-19,0,15,0.8,8
O=C(Nc1ccc(N2CCOCC2)nc1)c1ccc(Cl)cc1,-5,3,2,1,9,-18,-1,16,0.1,-73
CN(C(=O)COc1ccc(Cl)cc1Cl)c1nnc(C23CC4CC(CC(C4)C2)C3)s1,-3,3,-2,3,14,16,-1,-17,-0.3,-23
O=C(Nc1nc(-c2cccc3ccccc23)cs1)c1ccc2c(c1)S(=O)(=O)c1ccccc1C2=O,3,-3,2,-4,14,-22,0,-14,0.9,-143
C=C(C)[C@@H]1CC=C(CN2CCC(CCOC)(C(=O)OCC)CC2)CC1,-8,-4,x,-6,18,-20,-3,x,x,x
CC1CN(C(=O)CCC(=O)NCCCc2ccccc2)c2ccccc2O1 (centres undefined),-5,-2,-2,-1,23,-44,0,15,0.3,8
Cc1c(C(=O)Oc2ccc(Cl)cc2)n(C)oc1=O,0,2,-1,6,5,-42,-2,-11,-0.1,-12
O=C(c1ccc(Cl)cc1)c1ccc(OCC(=O)N2CCOCC2)cc1,-3,1,0,-1,23,14,1,8,-1.4,11

# Compounds were not picked by outcome; about 4.7% have a hit in one of these screens.
